PTAP TSG101 blk = blocks PTAP/TSG101 interaction to inhibit HIV-1 budding; Q99816; Fluorescence polarization, FITC-PTAP peptide / Tsg101 binding; Potency, µM (doses to about 115 µM), inactives show at the top dose activity change, negative = inhibition, most hits filed as inhibitors; 340,000 tested, under 10 active; active = well fitted inhibition curve with a large enough effect in the main read-out, with a control signal flat, not every such curve was filed as active; inconclusive = small, poorly fitted or top-dose-only effect, or effect the other way, or a change in a side signal; inactive = no such curve, though single readings can be large or run the other way; also: potency is read from the fitted curve at half-maximal effect; % of control where 0% means no effect
Target sequence (Q99816 whole entry, looked up): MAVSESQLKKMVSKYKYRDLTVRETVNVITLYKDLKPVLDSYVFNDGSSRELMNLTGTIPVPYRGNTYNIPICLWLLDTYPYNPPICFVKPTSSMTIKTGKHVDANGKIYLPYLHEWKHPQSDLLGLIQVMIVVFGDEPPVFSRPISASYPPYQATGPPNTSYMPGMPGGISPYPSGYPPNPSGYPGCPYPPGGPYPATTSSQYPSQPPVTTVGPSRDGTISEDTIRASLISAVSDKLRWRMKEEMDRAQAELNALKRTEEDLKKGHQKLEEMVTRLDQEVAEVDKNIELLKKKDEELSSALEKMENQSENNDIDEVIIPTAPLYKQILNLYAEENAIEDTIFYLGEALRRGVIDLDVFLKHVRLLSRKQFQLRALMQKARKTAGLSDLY
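Tsg101 binding domain (10 uM final) was mixed with compound and a FITC-labeled PTAP peptide (50 nM final) in HEPES pH 7.5 buffer with NaCl, Tween 20, EDTA and TCEP; fluorescence polarization was read after 20 min at r.t.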
TCR act = activators of T cell receptors; primary human leukocytes, anti-CD3, IL-2 HTRF, 48 h; Potency, µM (highest dose often 9.22 µM), for inactives: at the highest dose activation of IL-2 secretion, usual class: activators; 330,000 tested, under 10 active; AID 504894; also: % of control where 0% means no effect
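Compounds are tested in HTS on primary human leukocytes co-incubated with a-CD3 beads for 48 hr. IL-2 output is measured by time-resolved FRET.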
S-ASM inh = inhibitors of human secretory acid sphingomyelinase. P17405. placental ASM, HMU-PC fluorogenic substrate, 60 min. Potency, µM (highest dose often 57.5 µM), inactives show at the top dose activity change, negative = inhibition, actives largely listed as inhibitors. 340,000 compounds, 0.006% hits. AID 504937; also: potency is read from the fitted curve at half-maximal effect
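Steps: dispense placental human ASM, pin compound, wait 10 min at room temperature, add HMU-PC0 substrate at 9 uM final, incubate 60 min at 37 °C, add stop solution raising pH to 10, read fluorescence.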
Eya2 inh = inhibitors of human Eya2 phosphatase activity; recombinant Eya2, OMFP fluorescence dephosphorylation (OMFP is methylfluorescein phosphate); Potency, µM (series often up to 76.9 µM), for inactives: at the top dose activity, negative = inhibition, most hits filed as inhibitors; 330,000 compounds, 0.006% hits; O00167; also: potency is read from the fitted curve at half-maximal effect; % is scaled to controls: 0 for no effect and ±100 for the full control effect
Target sequence (O00167 whole entry, looked up): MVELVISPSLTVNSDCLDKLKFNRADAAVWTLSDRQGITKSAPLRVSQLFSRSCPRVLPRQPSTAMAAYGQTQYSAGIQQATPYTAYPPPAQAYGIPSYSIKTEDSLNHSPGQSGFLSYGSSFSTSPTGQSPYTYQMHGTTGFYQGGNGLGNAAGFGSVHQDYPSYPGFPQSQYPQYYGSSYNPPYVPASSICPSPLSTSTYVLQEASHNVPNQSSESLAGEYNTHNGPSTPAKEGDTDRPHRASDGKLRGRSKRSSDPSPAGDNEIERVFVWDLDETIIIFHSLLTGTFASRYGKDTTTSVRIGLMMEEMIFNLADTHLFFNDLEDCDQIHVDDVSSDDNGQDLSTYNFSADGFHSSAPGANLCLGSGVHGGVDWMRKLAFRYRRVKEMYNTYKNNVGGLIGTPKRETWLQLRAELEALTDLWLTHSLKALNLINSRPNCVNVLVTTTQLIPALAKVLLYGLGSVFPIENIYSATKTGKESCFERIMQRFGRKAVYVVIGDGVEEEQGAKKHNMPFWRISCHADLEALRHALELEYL
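Eya2 (0.2 uM) preincubated 10 min at ambient with compound, then OMFP substrate added at 50 uM; 10 min reaction in 50 mM HEPES pH 7.5, 50 mM NaCl, 5 uM MgCl2, 0.05% BSA, 1 mM DTT. Fluorescence read at Ex 485/Em 525 nm.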
Integrin act MD = integrin-mediated muscular dystrophy alleviation activation; alpha7betagal myoblasts, beta-gal FDG fluorescence, 48 h; Potency, µM (titrated, usually from 38.3 µM), for the others: top-dose activation, most hits filed as activators; 350,000 compounds, 0.064% hits;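 also: potency is read from the fitted curve at half-maximal effect; 100% = response of the positive control SU9516; nearly all actives have a fitted effect of over 60% in size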
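alpha7betagal+/- myoblasts (passage 13, 250/well) treated 48 h at 37C with compounds at 1:260 dilution of DMSO stock. Lysed, then beta-galactosidase activity read as FDG fluorescence (ex 480/em 540) after 30 min, with pre-read for autofluorescence.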
TSHR antag = antagonists of human thyroid stimulating hormone receptor; P16473; TSHR-expressing cells, TSH-stimulated cAMP HTRF, 2 h; active compounds read low; activity change, negative = inhibition, % at 11.5 µM; 330,000 compounds, 0.2% hits;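 active = activity change below a set negative limit, meaning inhibition stronger than a set level, cut at about -70% in these data; inconclusive = activity change between two set negative limits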; also: % is scaled to controls: 0 for no effect and ±100 for the full control effect
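Inhibition of cAMP made by TSHR-expressing cells under TSH stimulation (4nM final, EC80; 2 h, 37 deg C) is quantified with a one-step lysis HTRF kit, anti-cAMP cryptate versus cAMP-d2.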
AT treatment = potential ataxia-telangiectasia treatment. AID 485349. Potency, µM (series often up to 57.5 µM), inactives show at the highest dose activation, most hits filed as activators. […] A-T fibroblasts, KAP-1 phosphorylation AlphaLISA; neocarzinostatin DNA damage 30 min before lysis. 320,000 compounds, 0.19% hits; also: potency is read from the fitted curve at half-maximal effect; % of control where 0% means no effect; nearly all actives have a fitted effect of over 45% in size
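hTERT-immortalized A-T patient fibroblasts ([…]), 500 cells/well in OPTI-MEM, 1% FBS, got compounds for 60 min, then NCS for 30 min at 37C. Lysates were then assayed for phospho-KAP-1 by AlphaLISA (anti-pKAP1 donor, anti-KAP1 acceptor beads), 6 hr at 25C.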
ELG1 DNA repair = blocks ELG1-dependent DNA repair in HEK293T cells; HEK293T ELG1-luciferase reporter, luminescence, 16 h; DNA damage induced by 5-fluorouridine; Potency, µM (series often up to 46.1 µM), inactives show top-dose activity change, negative = inhibition, hits mostly inhibitors; 330,000 compounds, 2.3% hits; AID 504467; also: potency is read from the fitted curve at half-maximal effect; % is scaled to controls: 0 for no effect and ±100 for the full control effect; nearly all actives have a fitted effect of over 55% in size
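In this reporter screen, reduction of luminescence relative to DMSO vehicle indicated activity. Compounds and 5-fluorouridine were added together to 2,000 cells per well, incubated for 16 hr at 37 °C, then developed with ONE-Glo.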
Mito fusion act = inhibitors of mitochondrial division or activators of mitochondrial fusion; 320,000 compounds, 0.23% hits; Potency, µM (top dose mostly 46.1 µM), without a hit: at the top dose growth rescue (activation), usual class: activators; AID 485298; S. cerevisiae fusion-defective mutant growth rescue, CellTiterGlo 48 h;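 also: potency is read from the fitted curve at half-maximal effect; % of control where 0% means no effect; nearly all actives have a fitted effect of over 45% in size; temperature-sensitive fusion mutants such as fzo1-1 at 37 °C on non-fermentable ethanol glycerol medium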
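Read-out: ATP-based luminescence (CellTiterGlo, 10 min ambient) reporting growth of fusion-defective ts yeast after 48 hours at 37C on glycerol/ethanol YPEG medium in the presence of compound.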
Tb PFK inh = T. brucei PFK enzyme inhibition | O15648 | T. brucei PFK, ADP-Glo luminescence | Potency, µM (doses to about 57.5 µM), for inactives: at the highest dose activity, negative = inhibition, most hits filed as inhibitors | 330,000 compounds, 0.17% hits | AID 485367;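 also: potency is read from the fitted curve at half-maximal effect; 0% = uninhibited 1x PFK enzyme wells and -100% = no-enzyme wells; nearly all actives have a fitted effect of over 60% in size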
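PFK 1.25 nM, F6P 0.5 mM, ATP 0.1 mM, 0.1 M TEA pH 8.0, 5 mM MgCl2, 0.01% Tween20, 0.1% BSA; 45 min RT. ADP-Glo readout. qHTS titration up to 57 uM; curves fitted, compounds curve-classed.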
Chronic BCR inh = inhibitors of chronic active B-cell receptor signaling; ABC-DLBCL IkBa-CBG/CBR reporter, luminescence ratio, 4 h; Potency, µM (titrated, usually from 46.1 µM), inactives show at the highest dose ratio change, negative = lower green/red ratio, usual class: inhibitors; 340,000 compounds, 0.05% hits; AID 493014; active = well fitted inhibition curve with a large enough effect in the signal ratio, with a control signal flat, not every such curve was filed as active; inconclusive = small, poorly fitted or top-dose-only effect, or effect the other way, or a change in a side signal; the % refers to the signal ratio;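 also: potency is read from the fitted curve at half-maximal effect; plate controls were basal doxycycline-induced cells for no effect and cells given 10 µM MG132 for full effect; MG132 reads +100%, hits lower the ratio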
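Concentration-response series (up to 46 uM) were applied to TMD8 dual-reporter cells for 4 h at 37C with doxycycline. Green/red ratio, after filter-overlap correction, defined %Activity; red signal alone was normalised to basal cells and zero luminescence.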
* hit, by the source's call; ? = inconclusive; . = no result given; [ ] = another dose, or the depositor's remark. Unless noted, calls follow the shape of the dose curve; as a rule, active = well fitted curve in the direction sought with a large enough effect; inconclusive = small, poorly fitted or top-dose-only effect, or another doubt; inactive = no such curve, though single readings can be large; an effect the other way counts as inactive or inconclusive.

#	Compound	PTAP TSG101 blk	TCR act	S-ASM inh	Eya2 inh	Integrin act MD	TSHR antag
1	COc1cc(CCC(=O)NNC(=O)c2cccc(Cl)c2)cc(OC)c1OC	1%	-6%	0%	1%	-6%	-1
2	O=S(=O)(c1ccc2ccccc2c1)N(CC(O)CN1CCOCC1)c1ccccc1 (stereo not given)	-6%	-1%	1%	-7%	22%	-2
3	O=C(Nc1ccnn1C1CCN(Cc2cccc(O)c2)CC1)C1CCCC1	-1%	1%	7%	-6%	20%	8
4	CN(C)S(=O)(=O)c1ccc(Cl)c(C(=O)OCC(=O)NNC(=O)c2cccs2)c1	-1%	11%	-1%	12%	0%	17
5	CCC(C)c1ccc(NC(=S)Nc2ccc(OC)cc2)cc1 (stereo not given)	0%	-2%[46.1 µM]	-3%	-13%	8%	10
6	COCCn1c(SCC(=O)Nc2cc(C)on2)nnc1-c1c[nH]c2ccccc12	-2%	-12%	-3%	-6%	-6%	-1
7	CCN(C[C@H]1N[C@@](C)(C(=O)OC)[C@H]2C(=O)N(C)C(=O)[C@@H]12)C(C)=O	-4%	4%	7%	-2%	-1%	-12
8	O=c1nc(N2CCOCC2)nc(N/N=C/c2ccc3c(c2)OCO3)[nH]1	-3%	-4%	0%	8%	-3%	7
9	O=C(O)Cc1ccc(NC(=O)c2cccs2)cc1	-5%	-1%	3%	-16%	-5%	-4
10	O=C(c1ccco1)N1CCN(C(=O)C2CC(=O)N(c3ccccc3)C2)CC1 (stereo not given)	1%	-2%	5%	-12%	0%	14

#	AT treatment	ELG1 DNA repair	Mito fusion act	Tb PFK inh	Chronic BCR inh
1	4%	10%	-8%	0%	5%
2	2%	-9%	-14%	1%	-2%
3	7%	11%	-2%	0%	?
4	5%	19%	0%	1%	3%
5	-3%	9%	?	-9%	2%
6	5%	-1%	-3%	2%	?
7	4%	18%	.	4%	0%
8	-2%	-4%	-2%	-3%	?
9	-5%	13%	-7%	-8%	9%
10	3%	9%	0%	-3%	5%

Sorted by length of the SMILES (falling): part of the list above
#	Compound	PTAP TSG101 blk	TCR act	S-ASM inh	Eya2 inh	Integrin act MD	TSHR antag
7	CCN(C[C@H]1N[C@@](C)(C(=O)OC)[C@H]2C(=O)N(C)C(=O)[C@@H]12)C(C)=O	-4%	4%	7%	-2%	-1%	-12
4	CN(C)S(=O)(=O)c1ccc(Cl)c(C(=O)OCC(=O)NNC(=O)c2cccs2)c1	-1%	11%	-1%	12%	0%	17
6	COCCn1c(SCC(=O)Nc2cc(C)on2)nnc1-c1c[nH]c2ccccc12	-2%	-12%	-3%	-6%	-6%	-1

#	AT treatment	ELG1 DNA repair	Mito fusion act	Tb PFK inh	Chronic BCR inh
7	4%	18%	.	4%	0%
4	5%	19%	0%	1%	3%
6	5%	-1%	-3%	2%	?

Later entries:
#	Compound	PTAP TSG101 blk	TCR act	S-ASM inh	Eya2 inh	Integrin act MD	TSHR antag
11	COc1ccc(C2c3[nH]c4ccccc4c3CCN2Cc2cccn2-c2ncccn2)cc1C (stereo not given)	0%	-3%	17%	5%	-44%[inhibitor]	9
12	CCC(=O)Nc1ccc(N2CCN(Cc3ccccc3F)CC2)cc1	-2%	1%	-1%	3%	-5%	10
13	COc1ccccc1C1=CC(=O)C[C@H](c2ccc3c(c2)OCO3)C1	2%	-4%	-1%	-10%	-7%	-16
14	CCOC(=O)c1ccc[n+](CC(=O)c2ccc(OC)cc2)c1	-4%	-6%[46.1 µM]	2%	-1%	7%	-2
15	COc1cc(C(=O)NNC(=O)c2ccco2)cc(OC)c1OC	-1%	0%	4%	8%	8%	-8
16	CC(C)OC(=O)c1ccc(NC(=S)NC(=O)c2cncc(Br)c2)cc1	-4%	-3%	-3%	12%	13%	-1
17	CN(C)CCCN(C(=O)CCc1ccccc1)c1nc2ccc(Cl)cc2s1	-3%	-2%[46.1 µM]	-13%	-13%	-39%	14
18	CC(C)Cn1c(SCC(=O)Nc2cc(Cl)c(Cl)cc2Cl)nc(O)cc1=O	1%	0%	-1%	10%	-12%	12
19	O=C(COc1ccc(Cl)cc1)OCC(=O)N1CCCc2ccccc21	-2%	-4%[46.1 µM]	0%	-8%	18%	6
20	Cc1ccc(OCC(O)CNC(=O)c2ccccc2C(=O)O)cc1 (stereo not given)	-5%	2%	-1%	5%	21%	-15

#	AT treatment	ELG1 DNA repair	Mito fusion act	Tb PFK inh	Chronic BCR inh
11	-3%[11.5 µM]	21µM*	9%	-6%	?
12	-1%	0%	1%	-5%	-2%
13	2%	0%	13%	0%	-9%
14	-3%	6%	-4%	-2%	0%
15	1%	12%	-2%	3%	-1%
16	-12%	2%	-9%	0%	?
17	3%	-4%	-24%	-10%	6%
18	4%	10%	0%	4%	4%
19	2%	14%	6%	-6%	-8%
20	-1%	0%	1%	2%	?

(next part)
#	Compound	PTAP TSG101 blk	TCR act	S-ASM inh	Eya2 inh	Integrin act MD	TSHR antag
21	O=C(O)c1ccccc1C(=O)Nc1ccc(Oc2cccc(C(F)(F)F)c2)nc1	0%	-1%	2%	-9%	-33%	-5
22	O=S(=O)(Cc1ccc(Cl)cc1)N1CCCC1	-3%	1%	2%	0%	23%	-5
23	COc1ccc(CCNC(=O)CN2C(=O)c3cccc4cccc(c34)C2=O)cc1OC	-3%	-5%	-1%	-4%	-10%	6
24	CCOC(=O)N1CCN(Cc2nc3cc(NC(C)=O)ccc3n2C)CC1	-1%	0%	1%	21%	-5%	-4
25	CCOC(=O)N1CCN(C(=O)c2ccc3c(c2)ncn3C2CCCC2)CC1	-6%	-6%	5%	0%	-13%	6
26	CC1Cc2ccccc2N1C(=O)CSc1ccccc1 (stereo not given)	-7%	0%	0%	-8%	-22%	-5
27	O=c1nc2n(c3ccc([N+](=O)[O-])cc13)CCCCC2	2%	9%	9%	-6%	-6%	0
28	COCCCNCCOCCSc1ccc(Cl)cc1	-4%	10%[46.1 µM]	0%	-4%	-67%[inhibitor]	11
29	CCc1nnc(NC(=O)CN2CCC(O)(c3ccccc3OC)CC2)s1	0%	0%	2%	16%	-4%	2
30	O=C(CSc1cccc2cccc(Cl)c12)NC1=NCCS1	0%	3%	-7%	-2%	8%	-13

#	AT treatment	ELG1 DNA repair	Mito fusion act	Tb PFK inh	Chronic BCR inh
21	-5%	-3%	3%	0%	5%
22	3%	5%	-2%	-3%	-6%
23	2%	12%	-1%	0%	1%
24	11%	3%	-6%	0%	4%
25	-3%	8%	-3%	-4%	0%
26	1%	?	15%	3%	?
27	-2%	12%	1%	0%	8%
28	3%	4%	3%	-5%	?
29	5%	12%	-4%	-6%	0%
30	-3%	0%	-7%	-2%	-1%

(next part)
#	Compound	PTAP TSG101 blk	TCR act	S-ASM inh	Eya2 inh	Integrin act MD	TSHR antag
31	Cc1nc(NCCCn2ccnc2)c2oc3ccccc3c2n1	0%	-3%	1%	-16%	-21%	0
32	Cc1ccc([C@@H]2[C@@H]3C(=O)N(C)C(=O)[C@@H]3[C@]3(Cc4ccccc4)C(=O)N(CCO)CC(=O)N23)o1	-2%	0%	3%	-3%	25%	22
33	Cc1ccsc1/C=N/NC(=O)c1nnn(-c2nonc2N)c1C	2%	-9%	-13%	0%	17%	4
34	Cc1cc(C(=O)COC(=O)COc2ccc(C#N)cc2)c(C)n1C1CC1	1%	.	-2%	0%	-18%	-5
35	CCOC(=O)CN(C(=O)CSc1nnc2c(n1)[nH]c1ccccc12)c1ccccc1	-3%	-5%	-5%	21%	-19%	-1

#	AT treatment	ELG1 DNA repair	Mito fusion act	Tb PFK inh	Chronic BCR inh
31	-7%	6%	0%	7%	-1%
32	5%	3%	2%	-1%	9%
33	-3%	3%	10%	-2%	-14%
34	-1%	13%	7%	-11%	-10%
35	7%	-20%	2%	1%	?

Compound activity: PubChem BioAssay, National Center for Advancing Translational Sciences (NCATS)

Outcome played no part in choosing rows; any-hit rate near 3.2%.
